14-3-3 Bad inh: disrupts binding of bovine 14-3-3 zeta to phospho-Bad peptide | 0.71% of 220,000 active | inhibition, % at 21.7 µM | TR-FRET 14-3-3zeta/Dy647-pBad peptide displacement, 1 h | P63103;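 active = inhibition above about 70%, limit read from the data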;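 also: 0% = full 14-3-3 plus peptide FRET controls and 100% = background without 14-3-3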
Target sequence (P63103 whole entry, looked up): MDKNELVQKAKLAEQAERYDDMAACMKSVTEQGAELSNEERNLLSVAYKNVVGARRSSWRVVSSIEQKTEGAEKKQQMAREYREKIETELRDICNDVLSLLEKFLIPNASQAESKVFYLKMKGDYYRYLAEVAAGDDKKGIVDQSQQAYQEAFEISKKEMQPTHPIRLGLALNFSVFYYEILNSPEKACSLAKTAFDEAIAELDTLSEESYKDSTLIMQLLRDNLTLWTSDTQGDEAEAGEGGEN
TRPN1 ag: zebrafish TRPN1 (NompC) channel agonism | activation, % at 3 µM | AID 1424 | HEK293 zebrafish TRPN1-YFP, Fluo-8 calcium fluorescence; 100% = response to 87 µM carbachol | 0.18% of 220,000 active;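 active = activation above its plate's cutoff, the mean activation of test wells on that plate plus 3 SD, cut at about 19% in these data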;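 also: 0% = DMSO alone and 100% = 87 µM carbachol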
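System: zebrafish TRPN1-YFP in HEK293 cells / Dosing: 3 µM single point / Timing: dye loading 1 h at 37 °C, then 30 min room temperature / Signal: Fluo-8 calcium fluorescence, excitation 470-495 nm, emission 515-575 nm / Read-out basis: percent activation from peak over basal fluorescence ratio, control-normalized / Control set: high carbachol 87 µM, low DMSO alone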
EP2 modulator: modulators of human EP2 prostaglandin E2 receptor; P43116; EP2-expressing cells, cAMP HTRF FRET, PGE2 co-stimulation; induction, % at 25 µM; 0.83% of 260,000 active; AID 940;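 active = compounds whose cAMP rise, as percent of the full-agonist control response, exceeds 60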;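 also: rat C6 glioma line stably carrying human EP2 under a CMV promoter; the protocol text gives 20 µM as final concentration; 100% = response of wells given 1 µM PGE2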
NPY-Y1 antag: blocks the human neuropeptide Y Y1 receptor | 1% of 200,000 active | HEK293-CNG Y1 cells, membrane potential fluorescence; NPY at EC95, then isoproterenol | P25929 | AID 1040 | inhibition, % at 3.6 µM;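 active = inhibition above the campaign mean inhibition of all tested compounds plus 3 SD, cut at about 20% in these data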;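 also: 0% = DMSO wells given NPY plus isoproterenol and 100% = isoproterenol alone without NPY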
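Material: HEK293 cells co-expressing NPY Y1 receptor and cyclic-nucleotide gated channel. Timing: compound incubation 1 h at room temperature, readout 45 min post-stimulation. Signal: fluorescence, membrane potential probe.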
PGE2 EP2 inh: blocks the human prostaglandin E2 receptor EP2; P43116; C6 glioma cells expressing human EP2, cAMP TR-FRET; cells stimulated with saturating PGE2; inhibition, % at 25 µM; 0.52% of 260,000 active; AID 1422;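 active = percent inhibition above 40 after rounding to a whole number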;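 also: rat C6 glioma host cells with rolipram phosphodiesterase inhibitor present; the protocol text gives 20 µM as final concentration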
NPY-Y1 PAM-ag: human NPY-Y1 potentiation or agonism, primary screen; P25929; NPY-Y1 expressing cells, potentiator/agonist activation; activation, % at 3.6 µM; 0.37% of 220,000 active; AID 1304; in the data active = activation above about 33%, passing the limit was not always enough;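 also: cells stimulated with NPY at EC10 then isoproterenol at EC100; 0% = low agonist plus stimulus and 100% = saturating agonist plus stimulus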
CHOP inh: CHOP inhibition in unfolded protein response; CHO-K1 CHOP-promoter luciferase, tunicamycin-induced, 15-18 h; inhibition, % at 10 µM; 3.8% of 220,000 active;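 active = compounds that reduced the stress-induced luciferase reporter signal by more than about 70% of percent inhibition, limit read from the data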;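 also: 0% = tunicamycin plus vehicle and 100% = wells without tunicamycin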
TRPML3 ag: agonists of human TRPML3 channel | Q8TDD5 | HEK293 TRPML3-YFP, Fluo-8 calcium fluorescence; 100% = the carbachol control signal | activation, % at 3 µM | 0.29% of 220,000 active | AID 1448;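 active = activation above its plate's cutoff, the mean activation of the plate's test wells plus 3 SD, cut at about 12% in these data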;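 also: 0% = DMSO only wells and 100% = carbachol wells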
Target sequence (Q8TDD5 whole entry, looked up): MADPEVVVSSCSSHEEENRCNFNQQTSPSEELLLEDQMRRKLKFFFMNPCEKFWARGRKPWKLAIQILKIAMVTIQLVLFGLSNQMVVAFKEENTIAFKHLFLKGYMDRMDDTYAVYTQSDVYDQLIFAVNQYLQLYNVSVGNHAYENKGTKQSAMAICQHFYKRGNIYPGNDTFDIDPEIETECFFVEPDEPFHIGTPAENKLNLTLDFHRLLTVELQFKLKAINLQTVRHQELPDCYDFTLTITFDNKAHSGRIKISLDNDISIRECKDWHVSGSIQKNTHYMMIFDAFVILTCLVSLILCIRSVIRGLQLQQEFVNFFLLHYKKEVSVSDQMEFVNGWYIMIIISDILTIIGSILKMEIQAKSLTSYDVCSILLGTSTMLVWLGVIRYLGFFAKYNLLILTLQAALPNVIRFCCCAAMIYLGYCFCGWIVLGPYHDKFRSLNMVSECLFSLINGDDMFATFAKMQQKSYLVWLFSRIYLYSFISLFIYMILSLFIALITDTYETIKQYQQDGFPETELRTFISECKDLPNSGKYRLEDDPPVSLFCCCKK
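Material: TRPML3-YFP stable HEK293 cells | Dosing: One concentration, 3 µM nominal, 0.3% DMSO | Timing: 125 s total fluorescence read per well | Technique: Fluo-8 calcium dye fluorescence, ex 470-495, em 515-575 nm | Measure: Percent activation from peak-to-basal fluorescence ratio, scaled between DMSO and carbachol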
PPC-1+TRAIL kill: compounds killing PPC-1 cancer cells with TRAIL present (potentiator screen, no TRAIL-free arm); PPC-1 cells + TRAIL, ATPLite viability luminescence; cell killing (% activity), % at 4 µM; 0.41% of 220,000 active; AID 1443;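 active = cell killing above 50% in the first pass at 4 µM, then a duplicate retest at 5 µM averaging 50% or more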;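 also: plate controls were cells with TRAIL plus DMSO for no effect and medium-only wells lacking cells for full effect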
Numbers without * were called inactive; . = no result given; & = joins results of further samples; ! = not active in a repeat; [ ] = remark or other dose. An excerpt; the hit share may differ from the screen's.

SMILES	14-3-3 Bad inh	TRPN1 ag	EP2 modulator	NPY-Y1 antag	PGE2 EP2 inh	NPY-Y1 PAM-ag	CHOP inh	TRPML3 ag	PPC-1+TRAIL kill
Cn1c(SCC(=O)Nc2ccc3c(c2)OCCO3)nnc1-c1ccco1	-15	1.5	17&0	9	7&14	-12	-5	-0.1	10
CC1CCCCC1NC(=O)CSc1nncs1 (configuration not stated)	5	2.5	21	-3	14	4	-3	0.9	25
CCOC(=O)c1oc2ccc(Br)cc2c1CSc1nnc(C)s1	-1	0.6	14	7	12	-17	55	0.2	-1
CCC(=O)NC(=S)Nc1ccc2oc(-c3ccc(OC)cc3)nc2c1	8	1.9	-12	0	4	-7	-48	-0.2	7
FC(F)(F)c1cccc(NC(=S)NCCN2CCOCC2)c1	7[fluorescence artefact?]	5.1	-4	-6	5	-7	0	0.9	41
CCOc1ccc(Oc2c(/C=N/NC(=O)C3CC3)c(C)nn2-c2ccccc2)cc1	-2	-2.7	26	13	6	-39	47	0.1	19
C=CCn1c(SCC(=O)OCC)nc2cc(C(=O)NCc3ccco3)ccc2c1=O	-9	-0.6	3	8	.	22	14	-1.0	8
COc1ccc(-c2cc3ccccc3n2CC(O)CNCCO)cc1 (configuration not stated)	5	2.9	-14	1	-5	1	38	0.8	4
CCCC(=O)N1CCN(S(=O)(=O)c2cc(Cl)ccc2OC)CC1	5	-0.1	32	-3	9	-13	-6	-0.1	8
COc1ccc(-c2cc(C(=O)O)c3c(C)nn(-c4ccccn4)c3n2)cc1	-4	1.4	34	-1	16	6	9	1.8	7
CCOC(=O)Cn1c(=NC(=O)C(C)(C)C)sc2cc([N+](=O)[O-])ccc21	-2	0.7	20	0	4	-22	26	0.4	12
CN1CCN(S(=O)(=O)c2cc([N+](=O)[O-])ccc2Cl)CC1	-8	1.9	-6	0	6	6	11	0.5	1
Cc1ccc(OCC(=O)N2CCN(C(=O)c3cccs3)CC2)cc1	7	0.4	8	5	11	2	-11	0.8	9
CCOc1cc(C(=S)N2CCOCC2)ccc1OS(=O)(=O)c1ccccc1[N+](=O)[O-]	-1	1.5	-14	5	14	-3	6	0.4	33
COc1cc(Cl)c(S(=O)(=O)n2cnc(C)c2)cc1Cl	13[fluorescence artefact?]	-1.3	-12	-1	6	-12	0	-0.1	1
COCc1[nH]nc2c1C(C1C=CCCC1)C(C#N)=C(N)O2 (configuration not stated)	2	-1.6	17	2	9	-1	46	1.1	16
COC(=O)c1nnn(CC(=O)NC(=O)Nc2ccccc2)c1C(=O)OC	-5	1.9	2	3	9	3	20	1.4	31
O=C(CCN1C(=O)c2cccc3cccc(c23)C1=O)N1CCOCC1	-8	1.9	-16	12	10	10	-6	-0.2	12
CCOC(=O)N1CCC(NC(=O)c2ccc3nc(N4CCOCC4)sc3c2)CC1	-5	0.0	4	-6	13	5	27	0.6	19
CCN(CC)c1nc(-c2cccc(OC)c2O)nc2ccccc12	10	0.1	23	-4	28	11	88*	0.0	6
O=Cc1ccccc1OCCOc1ccccc1C=O	7	-0.8	-29	-5	9	8	-32	-0.3	28
CC(=O)c1ccc(-n2nnnc2SCC(=O)N2CCN(C(=O)c3ccco3)CC2)cc1	14	1.5	-10	-8	10	3	-1	1.3	16
O=C(O)CSc1nnc(-c2ccc3c(c2)OCO3)n1-c1ccccc1	9	2.2	13	5	5	-10	-2	0.4	4
CCOC(=O)NC(=O)/C(C#N)=C\c1ccccc1	-5	-0.1	-17	0	3	12	4	1.1	13
O=C(CN1CCN(c2ccc([N+](=O)[O-])cc2)CC1)Nc1ccccn1	0[fluorescence artefact?]	7.1	-55	2	6	-11	28	3.1	-5
CCN1CCN(Cc2ccc(NC(=O)c3ccc(C)c(NC(=O)c4cccc5[nH]ccc45)c3)cc2C(F)(F)F)CC1	17	.	-23	.	13	.	30	.	34
COc1ccc(Cc2nnc(SCC(=O)NCc3ccco3)o2)cc1	.	0.1	-6	0	11	-27	6	-0.7	20
O=C(CCc1ccccc1)Nc1nnc(-c2ccccn2)o1	-5[fluorescence artefact?]	1.2	14	-3	2	-7	-7	1.1	9
O=C(CSc1ncnc2c1nnn2Cc1ccccc1F)N1CCN(c2ccccc2)CC1	7	-1.5	24	2	18	13	28	1.6	32
CC(C)Cn1cc(C(=O)N2CCOCC2)c2c3ccccc3n(C)c2c1=O	19	0.2	5	0	8	-11	-10	0.4	15
CCc1cc(C(=O)NNC(=S)Nc2ccccc2C)cs1	-23	1.1	28	1	7	-12	-18	0.8	28
Cc1ccc(-c2cc(C(=O)N/N=C/c3c(C)nn(C)c3C)c3ccccc3n2)c(C)c1	-9	-0.6	-3	-2	12	-5	44	0.3	-9
CC1CCCC(NC(=O)COC(=O)CCc2ccccc2)C1C (configuration not stated)	-15	-2.7	15	9	1	-13	26	-0.7	7
c1ccc2c(c1)nc(NCc1ccc3c(c1)OCO3)n2CCN1CCOCC1	-3	-0.7	12	3	7	-27	-9	0.1	1
Cc1cnc(C(=O)OCC(=O)N2c3ccccc3NC(=O)C2(C)C)cn1	1	2.1	2	3	6	28	10	0.3	6
CC(=NCCc1ccccc1)C1=C(O)CSC1=O	17	-0.2	20	9	13	-10	0	-0.6	4
CS(=O)(=O)N(CC(=O)NCc1ccccc1Cl)c1cccc([N+](=O)[O-])c1	-10	-0.5	-2	3	1	6	-20	0.8	21
COc1cccc(OC)c1C(=O)N1CCN(c2c(Cc3ccccc3)c(C)nc3ncnn23)CC1	9	-0.7	-24&-34	-4	1&14	-6	-9	-0.1	4
Cc1nc(-c2ccc(S(=O)(=O)Nc3cccc(S(N)(=O)=O)c3)s2)cs1	1	0.5	-16	.	9	-22	3	0.6	8
Nc1nnc(CCc2ccccc2)s1	-9	0.2	30	3	4	3	-13	0.0	-9
O=[N+]([O-])c1ccc2c(c1)ncn2-c1ccccc1	10	-1.3	-7	0	7	-10	2	0.2	19
CCN(CC)c1ccc(NC(=O)CCNC(=O)c2ccco2)cc1	-20	0.4	-5	-3	4	-10	24	1.0	12
O=C(COC(=O)c1ccc([N+](=O)[O-])s1)Nc1ccc(Cl)cn1	-4	-0.2	-49	0	8	9	-3	0.6	15
O=C(c1cc2cc(Br)ccc2oc1=O)N1CCN(c2ccccn2)CC1	4	-1.1	-4	14	4	-18	46	0.5	12
COC(=O)[C@@H]1C[C@@]2(O)[C@@H](O)[C@@H](O)[C@@H](O)C[C@H]2N1Cc1ccc(-c2ccccc2)cc1	1	.	-17	.	14	.	4	.	9
Cc1nccn1-c1ccc(C=O)cc1	-5	0.0	20	-5	14	1	5	0.1	13
C=CCn1c(C)cc(C(=O)CSc2nc3ccccc3[nH]2)c1C	0	6.8	-41	5	3	5	54	3.3	29
N#Cc1cnc(Sc2ccccc2)nc1	3	1.0	-4	3	2	-13	-2	0.1	3
NS(=O)(=O)c1ccc(N=Nc2c(O)c(C(=O)O)cc3ccccc23)cc1	-1	-1.4	-24&-35	.	50*!	29	41	1.1	11
COc1ccccc1Nc1nnc(SCC(=O)Nc2cc(C)on2)s1	0	-1.1	-2	7	9	5	95*	-0.3	7
Cc1cccc(NC(=O)C2CC(=O)N(c3ccccc3)C2)c1C (configuration not stated)	4	-0.8	17	2	10	6	-4	0.5	15
CSc1nc(C)cc(OCNC(=O)c2cccs2)n1	-4	1.0	17	3	.	6	1	0.7	2
Cc1cc(C)c2c(CN3CCN(Cc4ccc5c(c4)OCO5)CC3)cc(=O)oc2c1C	-10	1.6	31	-2	6	-1	47	1.0	17
C=CCN(c1ccc(C(=O)NC(C)C)cc1)S(C)(=O)=O	13	-1.6	-15	2	5	7	-29	0.7	11
CCc1[nH]c(=S)c(C#N)c(-c2ccccc2)c1C(=O)OC	6[fluorescence artefact?]	1.4	49	16	13	-3	-16	0.5	20
CSc1nc(-c2ccc(Cl)cc2)c(C#N)c(=O)[nH]1	-13	0.0	35	1	17	-1	11	0.1	21
CCC(C)[C@H](NC(=O)NC1CCCc2ccccc21)C(=O)OC (some centres not stated)	-2	-0.8	19	.	8	-5	36	0.2	10
OC1(c2ccccc2F)CCN(Cc2nnnn2CCc2ccccc2)CC1	-9[fluorescence artefact?]	-0.7	-2	7	-1	-13	-5	0.3	9
O=C(O)c1ccc(CN2CCCCC2)o1	3	0.0	22	3	1	3	8	0.8	-17
Cc1cc(C)nc(SCC(=O)Oc2ccc3oc(=O)cc(C)c3c2)n1	6	0.9	11	2	11	8	18	1.1	35

Reformatted: entries from further up.
smiles | 14-3-3 Bad inh | TRPN1 ag | EP2 modulator | NPY-Y1 antag | PGE2 EP2 inh | NPY-Y1 PAM-ag | CHOP inh | TRPML3 ag | PPC-1+TRAIL kill
COc1ccccc1Nc1nnc(SCC(=O)Nc2cc(C)on2)s1 | 0 | -1.1 | -2 | 7 | 9 | 5 | 95* | -0.3 | 7
Cc1cccc(NC(=O)C2CC(=O)N(c3ccccc3)C2)c1C (configuration not stated) | 4 | -0.8 | 17 | 2 | 10 | 6 | -4 | 0.5 | 15
CSc1nc(C)cc(OCNC(=O)c2cccs2)n1 | -4 | 1.0 | 17 | 3 | . | 6 | 1 | 0.7 | 2
Cc1cc(C)c2c(CN3CCN(Cc4ccc5c(c4)OCO5)CC3)cc(=O)oc2c1C | -10 | 1.6 | 31 | -2 | 6 | -1 | 47 | 1.0 | 17
C=CCN(c1ccc(C(=O)NC(C)C)cc1)S(C)(=O)=O | 13 | -1.6 | -15 | 2 | 5 | 7 | -29 | 0.7 | 11
CCc1[nH]c(=S)c(C#N)c(-c2ccccc2)c1C(=O)OC | 6[fluorescence artefact?] | 1.4 | 49 | 16 | 13 | -3 | -16 | 0.5 | 20
CSc1nc(-c2ccc(Cl)cc2)c(C#N)c(=O)[nH]1 | -13 | 0.0 | 35 | 1 | 17 | -1 | 11 | 0.1 | 21
CCC(C)[C@H](NC(=O)NC1CCCc2ccccc21)C(=O)OC (some centres not stated) | -2 | -0.8 | 19 | . | 8 | -5 | 36 | 0.2 | 10
OC1(c2ccccc2F)CCN(Cc2nnnn2CCc2ccccc2)CC1 | -9[fluorescence artefact?] | -0.7 | -2 | 7 | -1 | -13 | -5 | 0.3 | 9
O=C(O)c1ccc(CN2CCCCC2)o1 | 3 | 0.0 | 22 | 3 | 1 | 3 | 8 | 0.8 | -17
Cc1cc(C)nc(SCC(=O)Oc2ccc3oc(=O)cc(C)c3c2)n1 | 6 | 0.9 | 11 | 2 | 11 | 8 | 18 | 1.1 | 35

From PubChem
